Screening data as filed in PubChem BioAssay.
ERG Ets-DNA blk – qHTS for Small Molecule Inhibitors of the ERG Ets/DNA interaction; fluorescence polarization, His-ERG Ets domain / labelled DNA; Potency, µM (series often up to 76.9 µM), inactives show top-dose FP activity, negative = inhibition, usual class: inhibitors; AID 624246, 2012; Transcriptional regulator ERG (Homo sapiens), P11308; 370,000 tested, 0.028% active; active means well fitted inhibition curve with a large enough effect in the polarisation, with a control signal flat; inconclusive means small, poorly fitted or top-dose-only effect, or effect the other way, or a change in a side signal; inactive means no such curve, though single readings can be large or run the other way; the % refers to the polarisation;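 further: polarization taken with two DNA probes labelled with fluorescein and Texas red; potency means the concentration at half of the fitted maximal effect; % of control where 0% means no effect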
Target sequence (P11308 whole entry, looked up, the tested form may be a part): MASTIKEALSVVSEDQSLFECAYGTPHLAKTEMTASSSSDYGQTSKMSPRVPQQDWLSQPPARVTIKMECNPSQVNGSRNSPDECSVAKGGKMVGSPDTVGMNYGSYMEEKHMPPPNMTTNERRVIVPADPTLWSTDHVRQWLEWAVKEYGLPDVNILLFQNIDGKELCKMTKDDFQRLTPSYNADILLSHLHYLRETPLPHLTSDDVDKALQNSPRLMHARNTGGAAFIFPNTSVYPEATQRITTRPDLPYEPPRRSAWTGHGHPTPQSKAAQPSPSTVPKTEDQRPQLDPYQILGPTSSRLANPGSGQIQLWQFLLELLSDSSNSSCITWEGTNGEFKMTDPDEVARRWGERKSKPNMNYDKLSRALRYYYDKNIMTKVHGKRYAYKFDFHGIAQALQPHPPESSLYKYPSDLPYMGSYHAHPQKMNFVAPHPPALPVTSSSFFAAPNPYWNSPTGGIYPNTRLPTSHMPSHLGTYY
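His-tagged ERG Ets domain (1 uM in the protein solution; 300mM KCl, 50mM Tris-HCl, 1mM EDTA, 1mM DTT, pH 7.5) received compound, then a probe mix of 5 nM fluorescein-DNA and 100nM Texas-615-DNA. Fluorescence polarization was read for both dyes.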
LDHA inh – qHTS assay for inhibitors of human lactate dehydrogenase; purified LDHA, NADH/diaphorase-resazurin fluorescence; hits give low values; activity change, % (values are at about 110 or 230 µM); 480,000 tested, 0.15% active; AID 1347041, 2019; in the data active means activity change below about -30%; inconclusive means mostly about -25% to -30%;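 further: plate controls were DMSO wells for no effect and wells without enzyme for full effect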
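Human LDH5 at 2 nM final in Tris HCl pH 7.4 with 0.06 mM NADH and 0.2 mM pyruvate, reacted 5 minutes at room temperature. Remaining NADH coupled via diaphorase/resazurin; resorufin fluorescence read at 0 and 20 minutes, normalized to enzyme-free and DMSO wells.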
Glioma ERSR ind – qHTS for Inducers of the Endoplasmic Reticulum Stress Response (ERSR) in Human Glioma: qHTS. AID 602332, 2012. U87-MG GRP78 promoter luciferase reporter, 16 h. Potency, µM, inactives show at the highest dose activation, actives largely listed as activators. 420,000 tested, 0.02% active; further: potency means the concentration at half of the fitted maximal effect; series mostly up to about 76 µM; % of control where 0% means no effect; nearly all actives have a fitted effect of over 35% in size
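Stably transfected U87-MG glioma cells carrying a GRP78-based luciferase sensor; 16 h compound incubation. Luminescence end-point read 10 min after Bright-Glo addition at room temperature.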
ALOX12 inh – Primary qHTS assay for inhibitors of human arachidonate 12S-lipoxygenase (ALOX12): Round 2; 580,000 tested, 1.1% active; Potency, µM (titrated, usually from 108 µM), for the others: at the top dose activity change, negative = inhibition, actives largely listed as inhibitors; purified 12hLO, xylenol orange hydroperoxide absorbance; AID 1671190, 2021; further: potency means the concentration at half of the fitted maximal effect; on the % scale 0 is the no-effect control and ±100 the full control effect
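Purified human 12hLO (150 nM final) in 25 mM Hepes, 0.01% Triton X-100, pH 7.0 was preincubated 15 min at room temperature with compound. Then 40 uM arachidonic acid was added, 30 min. Hydroperoxide was read by Fe-XO absorbance ratio 573/405 nm.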
RGS4 inh – Inhibitors of Regulator of G Protein Signaling (RGS) 4: qHTS | Regulator of G-protein signaling 4 (Homo sapiens), P49798 | Transcreener GDP fluorescence polarization, RGS4-accelerated GTP hydrolysis | Potency, µM (series often up to 114 µM), without a hit: at the top dose activity change, negative = inhibition, usual class: inhibitors | 390,000 tested, 0.039% active | AID 504845, 2011; further: potency means the concentration at half of the fitted maximal effect; on the % scale 0 is the no-effect control and ±100 the full control effect; nearly all actives have a fitted effect of over 75% in size; some results filed as inactive show a strong effect at the top dose
Target sequence (P49798 whole entry, looked up): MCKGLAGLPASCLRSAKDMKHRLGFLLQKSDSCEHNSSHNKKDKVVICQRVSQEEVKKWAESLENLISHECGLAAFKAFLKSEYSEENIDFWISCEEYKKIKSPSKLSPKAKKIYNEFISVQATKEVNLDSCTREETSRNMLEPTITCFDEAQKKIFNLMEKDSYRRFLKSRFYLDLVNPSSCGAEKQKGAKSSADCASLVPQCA
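MLSMR compounds (23 nl, pin-transferred) preincubated 10 min at room temperature with a 500nM (2x) first reagent, then RGS4 at 900nM (2x) plus Transcreener GDP mix added; fluorescence polarization (620/688 nm) read before and after 90 min at 30 °C.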
D2 antagonist – HTS Assay for Allosteric Antagonists of the Human D2 Dopamine Receptor: Primary Screen for Antagonists; D(2) dopamine receptor (Homo sapiens), P14416; HEK293 TREx D2 cells, calcium flux, dopamine EC80; inhibition, % at 10 µM; 340,000 tested, 2% active; AID 485344, 2010; in the data active means inhibition above about 30%; further: 0% is about no effect
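Measurement of antagonist activity uses fluorescent calcium dye in inducible HEK293 T-REx D2 cells: 10 s baseline, compound addition with 180 s read, EC80 dopamine addition with a further 180 s read.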
Vif-APOBEC3F blk – qHTS for Inhibitors of Vif-A3F Interactions: qHTS. 390,000 tested, 0.2% active. AID 602313, 2012. Potency, µM (titrated, usually from 46.1 µM), inactives show at the highest dose activity, negative = active. HeLa A3F-eYFP + Vif (tagged APOBEC3F with the HIV-1 protein that degrades it), YFP fluorescence increase; further: potency means the concentration at half of the fitted maximal effect; % of control where 0% means no effect; nearly all actives have a fitted effect of over 65% in size
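Fluorescence increase (Ex 488/Em 500-530) after overnight compound treatment at 37 deg C flags inhibition of Vif-driven A3F-eYFP loss in stable HeLa A3F-eYFP/Vif cells seeded overnight beforehand.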
D2 ag – HTS Assay for Allosteric Agonists of the Human D2 Dopamine Receptor: Primary Screen for Agonists; activation, % at 2 µM; HEK293 T-REx D2 cells, calcium flux agonist mode; 340,000 tested, 0.53% active; D(2) dopamine receptor (Homo sapiens), P14416; AID 485358, 2010;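 active means activation over 3 SD above normal in the single-dose calcium agonist read, cut at about 30% in these data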; further: 0% is about no effect
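Agonism scored from kinetic calcium signal (1 read/sec, 180 s) following compound pin transfer, after a 10 s baseline. Cells: HEK293 Trex line expressing inducible D2 receptor coupled to calcium, dye-loaded after overnight culture at 30 C.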
Vif-A3G inh – qHTS for Inhibitors of Vif-A3G Interactions: qHTS. 410,000 tested, 0.076% active. HeLa A3G-eYFP + Vif (tagged APOBEC3G with the HIV-1 protein that degrades it), YFP fluorescence, overnight. DNA dC->dU-editing enzyme APOBEC-3G (Homo sapiens), Q9HC16. Potency, µM (top dose mostly 46.1 µM), for inactives: at the highest dose activity, negative = active, usual class: inhibitors;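 further: potency means the concentration at half of the fitted maximal effect; on the % scale 0 is the no-effect control and ±100 the full control effect; nearly all actives have a fitted effect of over 60% in size; hits raise eYFP signal because A3G escapes Vif-driven loss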
Target sequence (Q9HC16 whole entry, looked up): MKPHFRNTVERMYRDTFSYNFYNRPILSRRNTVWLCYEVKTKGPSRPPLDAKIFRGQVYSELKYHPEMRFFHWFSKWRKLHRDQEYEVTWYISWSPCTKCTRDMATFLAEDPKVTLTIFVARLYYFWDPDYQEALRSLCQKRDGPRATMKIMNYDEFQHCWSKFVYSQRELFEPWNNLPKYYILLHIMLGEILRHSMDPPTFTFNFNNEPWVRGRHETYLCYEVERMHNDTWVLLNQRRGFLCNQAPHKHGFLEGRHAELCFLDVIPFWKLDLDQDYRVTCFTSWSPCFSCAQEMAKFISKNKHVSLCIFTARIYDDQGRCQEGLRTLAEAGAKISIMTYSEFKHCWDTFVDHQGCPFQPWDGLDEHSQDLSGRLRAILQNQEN
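Read-out is eYFP fluorescence (Ex 488/Em 500-530) from Vif-expressing HeLa A3G-eYFP cells; more signal means A3G escaped Vif-mediated degradation. Cells plated overnight, compound pinned in, incubated overnight at 37 deg C.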
An asterisk follows results filed as active; ? = inconclusive; . = not tested or not shown; & = joins results of further samples; [ ] = another dose, or the depositor's remark. Unless noted, the call rests on the fitted dose curve; in most records, active means well fitted curve in the direction sought with a large enough effect; inconclusive means small, poorly fitted or top-dose-only effect, or another doubt; inactive means no such curve, though single readings can be large; an effect the other way counts as inactive or inconclusive.

Value order: ERG Ets-DNA blk	LDHA inh	Glioma ERSR ind	ALOX12 inh	RGS4 inh	D2 antagonist	Vif-APOBEC3F blk	D2 ag	Vif-A3G inh
Cc1nnc(-c2cnn(C)c2N)n1Cc1cccc(Cl)c1
 : -3.7%	-6.0	-4.0%	-7.3%[57.4 µM]	-26.2%	2.4	1.1%	-0.7	-0.6%
Cc1cc(C(=O)CSC(C)c2nc3ccccc3c(=O)[nH]2)c(C)n1C (stereo not drawn)
 : -7.0%	0.2	-0.5%	?	0.1%	3.7	-4.9%	0.4	1.7%
CC(C)C(NC(=O)c1ccc([N+](=O)[O-])cc1Cl)C(=O)N1CCCC1 (stereo not drawn)
 : 11.8%	0.3	-0.3%	14.5%	32.1%	-3.7	6.8%	0.5	2.6%
CC(C)(CSc1nncn1N)NS(=O)(=O)c1ccc(Cl)cc1
 : 1.2%	-2.4	-12.2%	0.0%	-24.6%[11.4 µM]	-3.6	2.2%	-0.2	0.8%
CCCCCc1cc(=O)oc2c(C(CCN3CCCC(C)C3)c3cc(OC)c(OC)c(OC)c3)c(OC)cc(OC)c12 (stereo not drawn)
 : 9.6%	5.8	-11.3%	.	-2.5%	.	?	.	?
CC(C)(C)N(Cc1ccccc1)C(=O)COC(=O)[C@@H]1CCCN1C(=O)c1cccs1
 : -0.3%	1.8	1.2%	15.2%	-9.9%	0.2	-11.8%	2.0	2.8%
CN1/C(=C\C=C2/SC(=S)N(CC(=O)O)C2=O)C(C)(C)c2ccccc21
 : ?	14.6	2.9%	-14.6%	-10.1%	12.1	?	97.0*	-4.6%
NC(=O)C1(NC(=O)[C@@H]2CC3(CC(c4cccc(NC(=O)[C@@H]5CCC(=O)N5)c4)=NO3)CN2C(=O)Cc2ccc(C(F)(F)F)cc2)CC1 (stereo partly drawn)
 : -7.3%	-2.1	-6.0%	?	3.8%	5.6	-1.0%	-0.4	0.6%
CCN(CCCNC(=O)c1cc(Nc2ccccc2OC)nc2ccccc12)c1cccc(C)c1
 : -5.4%	4.5	0.3%	-23.0%	-23.8%	.	-1.6%	0.2	-3.7%
CCOC(=O)C(=O)N(CC)C1CCS(=O)(=O)C1 (stereo not drawn)
 : -5.5%	-5.5	0.5%	10.7%	-9.3%	-9.0	7.9%	0.1	-1.7%
C=CCNC(=O)c1c(Cl)nc(C)c([N+](=O)[O-])c1C
 : -2.8%	-5.5	-1.6%	-0.9%	-2.2%	-1.1	-9.1%	1.1	-1.4%
C=CCn1c(NCc2ccccc2O)nc2ccccc21
 : -12.6%	-4.6	-8.8%	?	-6.0%	3.8	2.1%	1.1	-4.4%
Cc1ccc2nc(N/N=C\c3ccc([N+](=O)[O-])o3)nc(-c3ccccc3)c2c1
 : 1.8%	-1.2	-3.3%	-3.7%	-26.9%	.	-10.3%	.	?
S=c1[nH]nc(-c2n[nH]c3c2CCC3)n1/N=C/C=C/c1ccccc1
 : 1.3%	-10.7	2.2%	?	-24.7%	4.7	-12.6%	-1.1	-2.8%
CC(=O)OCCc1c(C)nc2nc[nH]n2c1=O
 : -6.4%	-8.8	-4.0%	0.0%	-7.8%	-1.6	-1.1%	0.8	-0.4%
Cc1cc(C)c2c(N)c(-c3nc4ccccc4[nH]3)sc2n1
 : -6.1%	-5.0	?	2.0%	17.1%	-9.1	-6.0%	-0.6	-7.1%
Oc1ccc(Nc2ccc3ccccc3c2)cc1
 : ?	19.2	6.2%	44.7µM*	-29.9%	.	-20.8%	.	-18.9%
Cc1cc2c3ccccc3[nH]c(=O)n2n1
 : .	0.3	2.4%	?	.	.	-3.5%	.	-0.7%
COc1ccc(NC(=O)COC(=O)CCNS(=O)(=O)c2ccccc2)cc1OC
 : 4.5%	-14.3	-3.0%	3.7%	5.3%	-3.9	17.6%	2.0	0.0%
COc1ccc(-c2cn3cccnc3n2)cc1NC(=O)COc1ccccc1
 : -3.2%	10.0	-3.4%	-22.0%	-10.1%	.	-2.2%	0.7	-8.7%
Cn1c(=O)c2c(nc(CN3CCN(C(=O)c4ccco4)CC3)n2CCCc2ccccc2)n(C)c1=O
 : -3.5%	-6.9	-1.7%	25.7%	11.0%	5.3	-6.1%	-0.4	2.2%
Oc1ccc2ccccc2c1C=NCc1cn2ccsc2n1
 : .	18.3	-5.5%	4.0%	?	3.8	2.4%	0.4	2.2%
CCCNC(=O)c1cn(CC)c2cc(N3CCN(C(=O)c4ccco4)CC3)c(F)cc2c1=O
 : -12.2%	-0.1	-3.5%	-3.5%	-19.0%	8.8	7.0%	0.2	0.8%
CC(C)CCNC(=O)CCc1nnc2n(CCCOC(C)C)c(=O)c3ccccc3n12
 : 15.0%	-4.4	-1.0%	7.6%	-5.8%	-11.4	-2.8%	1.4	5.1%
Cc1ccc(Cl)cc1N1CCN(C(=O)c2cc(S(=O)(=O)N3CCCC3)cn2C)CC1
 : -6.3%	0.8	-4.0%	0.0%	-12.7%	.	-1.5%	2.0	-6.8%
CN(c1ccc(F)cc1)S(=O)(=O)N1CCCC(C(=O)NCc2ccccc2Cl)C1 (stereo not drawn)
 : 0.5%	-0.2	-4.0%	-0.3%	-4.7%	.	0.8%	-0.7	1.8%
CON(C)S(=O)(=O)c1cccc(C(=O)NC2CCSc3ccccc32)c1 (stereo not drawn)
 : -10.5%	-0.8	-0.3%	-13.3%	11.3%	-8.4	11.6%	0.6	3.7%
COc1ccc(C(=O)Nc2ccc(-c3nc4ncccc4o3)cc2C)cc1Br
 : 0.3%	-14.2	-0.8%	-17.5%	23.1%	.	-2.5%	.	1.2%
CCN1CCN(C2=C(NS(=O)(=O)c3ccc(Br)cc3)C(=O)c3ccccc3C2=O)CC1
 : 0.2%	14.1	-10.5%	?	-5.8%	-3.5	0.2%	-0.7	-10.9%
COc1ccc(OC)c(S(=O)(=O)Nc2cccc(F)c2)c1
 : 3.2%	-14.5	-3.4%	9.3%	9.7%	0.2	-9.3%	-1.2	-0.6%
Cc1ccc(NC(=O)Cn2nc(C)c3nn(-c4ccc(Cl)cc4)c(C)c3c2=O)cc1F
 : 0.1%	-5.4	-2.8%	-26.9%	-9.7%	.	0.7%	.	1.1%
CCOc1cc(C(=S)N2CCOCC2)ccc1OC(=O)/C=C/c1ccc(OC)c(OC)c1
 : .	-5.4	0.3%	-8.5%	1.6%	-0.7	3.4%	0.8	-12.2%
CCOc1ccc(OCCSc2ccc(S(=O)(=O)N3CCN(C)CC3)cn2)cc1
 : -2.8%	-0.9	1.8%	?	-16.0%	30.3*	0.4%	0.5	5.9%
Cc1ccc([N+](=O)[O-])cc1N(CC(=O)Nc1ccc(S(=O)(=O)Nc2cccc(C(F)(F)F)c2)cc1)S(C)(=O)=O
 : 3.9%	-1.8	-8.6%	-27.0%	-7.2%	5.9	?	2.1	-14.2%
COc1ccc(NC(=O)C2Cc3c(-c4ccc(Cl)cc4)ccnc3O2)cc1OC (stereo not drawn)
 : .	-6.7	-2.1%	-1.9%	.	.	.	.	-3.2%
Cc1c(Cl)ccc2sc(N3CCN(C(=O)c4ccco4)CC3)nc12
 : -0.4%	-3.1	2.0%	?	-1.3%	.	1.7%	0.3	1.6%
Cc1cccc(NC(=O)C2Cc3ccccc3CN2C(=O)OCc2ccccc2)c1C (stereo not drawn)
 : 3.5%	-7.5	-4.6%	0.2%	-1.6%	6.6	1.5%	-1.1	-2.8%
CCOc1ccc(CCNC(=O)c2cc(-c3ccccc3)c(N3CCOCC3)s2)cc1OCC
 : -14.3%	-8.0	-1.6%	0.0%	24.8%	-15.5	0.6%	-0.4	-0.5%
CCN(CC)CCOC(=O)C1(C2CCCCC2)CCCCC1
 : 7.5%	-3.4	-4.6%&-1.7%&-4.1%&-4.0%&-2.9%	-23.4%	5.3%[56.9 µM]	.	1.0%	.	-2.9%
CCOc1ccccc1-c1nc(-c2ccc(NC(=O)Cc3ccc(OC)cc3)cc2)no1
 : 2.4%	-1.4	-11.6%	0.0%	-36.8%	.	-9.8%	.	-13.5%
COC(=O)CCCC1=CC2=CC(=O)C(C)(OC(=O)c3cccs3)C(=O)C2=CN1CCCOC(C)C (stereo not drawn)
 : -4.1%	15.4	-4.5%	-6.9%	-22.7%	-5.3	-6.4%	-0.3	-1.9%

Some of the compounds tested (hit frequency here may not be typical).
